Bioassay records from PubChem BioAssay.
697 NFkB inh = inhibitors of the PMA/ionomycin-induced NF-kB reporter in 697 B cells; inhibition, % at 4 µM; 330,000 compounds, 0.33% hits; AID 435022; 697 B-cell NF-kB luciferase reporter, 16 h; in the data active = inhibition above about 35%
Gli-Sufu antag = blocks Gli-Sufu signaling in a luciferase reporter. Sufu-KO-LIGHT fibroblasts, Gli luciferase reporter luminescence. inhibition, % at 5 µM. 340,000 compounds, 0.74% hits. AID 588413;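 active = inhibition above about 55%, limit read from the data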;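 note: 0% = DMSO-treated cells and 100% = wells with medium but no cells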
CCR6 antagonist = CCR6 (human) receptor antagonism. P51684. 340,000 compounds, 0.49% hits. inhibition, % at 20 µM. AID 493098. CHO-K1 CCR6 PathHunter beta-arrestin, luminescence, CCL20-stimulated;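 active = compounds whose inhibition of the agonist-driven luminescence signal at 20 µM reaches about 50%, limit read from the data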;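 note: cells stimulated with CCL20 at 14 nM final; plate controls were DMSO with CCL20 for no effect and DMSO without agonist for full effect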
Target sequence (P51684 whole entry, looked up): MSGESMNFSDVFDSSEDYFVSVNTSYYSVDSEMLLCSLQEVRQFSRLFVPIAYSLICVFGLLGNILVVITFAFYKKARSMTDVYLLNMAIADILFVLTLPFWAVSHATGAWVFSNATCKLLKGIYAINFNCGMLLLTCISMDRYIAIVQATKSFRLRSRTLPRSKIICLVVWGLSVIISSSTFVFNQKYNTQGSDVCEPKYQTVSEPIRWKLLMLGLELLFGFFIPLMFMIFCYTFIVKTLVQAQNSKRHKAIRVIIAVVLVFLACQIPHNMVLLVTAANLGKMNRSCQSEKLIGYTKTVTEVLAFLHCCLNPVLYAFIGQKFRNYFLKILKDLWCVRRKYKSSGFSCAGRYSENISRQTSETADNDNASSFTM
CXCR6 block = CXCR6 (human) receptor inhibition. CHO-K1 PathHunter CXCR6 beta-arrestin, luminescence. inhibition, % at 20 µM. 360,000 compounds, 0.36% hits. AID 602244; in the data active = inhibition above about 34%, passing the limit was not always enough;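 note: antagonist mode with CXCL16 agonist at 10 nM final; 0% = 10 nM CXCL16 with DMSO and 100% = unstimulated wells without agonist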
Target sequence (O00574 whole entry, looked up): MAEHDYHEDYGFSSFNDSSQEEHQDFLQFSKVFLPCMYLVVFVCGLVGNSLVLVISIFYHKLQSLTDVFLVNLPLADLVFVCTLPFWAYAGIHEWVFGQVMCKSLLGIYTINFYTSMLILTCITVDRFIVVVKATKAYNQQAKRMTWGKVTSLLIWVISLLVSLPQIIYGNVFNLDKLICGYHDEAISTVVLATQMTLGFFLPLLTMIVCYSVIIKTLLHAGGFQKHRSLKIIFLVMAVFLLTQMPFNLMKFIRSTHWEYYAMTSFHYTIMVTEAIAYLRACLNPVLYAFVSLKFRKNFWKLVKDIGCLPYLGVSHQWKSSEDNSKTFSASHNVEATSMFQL
Mdm2 MdmX PPI = inhibitors of human Mdm2/MdmX interaction. O15151+Q00987. 330,000 compounds, 3% hits. inhibition, % at 8 µM. SaOS-2 split-luciferase Mdm2/MdmX complementation, luminescence;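 active = inhibition of at least 50% at 8 µM in the primary screen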
UPR CHOP act = apoptotic UPR (CHOP) activation | CHO-CHOP luciferase reporter, luminescence; percent of tunicamycin response over DMSO baseline | activation, % at 10 µM | 330,000 compounds, 0.34% hits | AID 449763;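 active = at 10 µM dose, activation of 40% or more, normalized to positive control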;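 note: 100% = tunicamycin at 10 µg/mL and 0% = DMSO alone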
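assay system = CHO CHOP reporter cells | amount = 500 CHO-CHOP cells per well | buffer or medium = F12 with 10% FBS | incubation = 16-18 h cell attachment, then 6 h compound exposure, 37 °C | detection = luminescence read with Steady-Glo | read-out = percent activation relative to tunicamycin control | controls = tunicamycin high control, DMSO low control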
EBI2 antag = blocks human EBI2 receptor beta-arrestin signaling; EBI2 beta-arrestin recruitment, luminescence, 7a,25-OHC stimulated; inhibition, % at 5 µM; AID 651636; P32249; 360,000 compounds, 0.81% hits; in the data active = inhibition above about 38%;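 note: enzyme fragment complementation signal reports receptor beta-arrestin coupling in cells; 0% = agonist plus DMSO wells and 100% = wells without agonist; some results beyond the cut were filed as inactive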
Target sequence (P32249 whole entry, looked up, the tested form may be a part): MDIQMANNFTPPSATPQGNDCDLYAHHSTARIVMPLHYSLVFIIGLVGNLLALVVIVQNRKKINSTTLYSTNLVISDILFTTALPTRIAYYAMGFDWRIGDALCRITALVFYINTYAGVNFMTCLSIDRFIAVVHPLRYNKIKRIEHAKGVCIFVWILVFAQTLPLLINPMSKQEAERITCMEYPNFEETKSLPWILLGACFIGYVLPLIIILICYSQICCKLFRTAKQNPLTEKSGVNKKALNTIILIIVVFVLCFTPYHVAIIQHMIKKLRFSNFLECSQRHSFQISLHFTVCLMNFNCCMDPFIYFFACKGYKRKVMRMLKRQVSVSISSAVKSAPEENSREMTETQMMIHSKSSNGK
UPR XBP1 act = activators of adaptive arm of unfolded protein response (XBP1); CHO-XBP1 luciferase reporter, IRE1-XBP1 UPR activation, luminescence; percent of tunicamycin response, DMSO as zero; activation, % at 20 µM; 330,000 compounds, 0.33% hits;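 active = versus positive control, 20 µM dose yields 30% or more activation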;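 note: 100% = tunicamycin at 10 µg/mL and 0% = DMSO only wells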
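Test system: CHO-XBP1 luciferase reporter cells | Buffer or medium: Serum-containing F12 medium, 10% FBS | Schedule: 6 h compound exposure at 37 °C, 5% CO2 | Detection: Steady-Glo luciferase glow luminescence, 10 min after reagent addition | Read-out basis: Activation, % of tunicamycin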
Jurkat NFkB inh = lowers PMA/ionomycin-induced NF-kB signal in Jurkat cells | PMA/ionomycin-induced NF-kB luciferase reporter, luminescence | inhibition, % at 4 µM | 330,000 compounds, 0.53% hits; in the data active = inhibition above about 50%
* marks the source's active call; other numbers are inactive results; nt = not tested or not shown.

SMILES	697 NFkB inh	Gli-Sufu antag	CCR6 antagonist	CXCR6 block	Mdm2 MdmX PPI	UPR CHOP act	EBI2 antag	UPR XBP1 act	Jurkat NFkB inh
COc1ccc(N2CCN(Cc3cc(=O)oc4ccc(Cl)cc34)CC2)cc1	6.2	7.5	6.4	-0.5	8.6	2.1	16.7	1.5	15.2
Cc1cccc(OCC(=O)NCC(c2cccs2)N2CCOCC2)c1 (stereo not drawn)	-4.7	6.2	2.8	-2.1	-6.5	0.2	3.6	4.0	11.0
Cc1cc(NC(=S)N(CCCN2CCN(C)CC2)Cc2ccco2)ccc1Cl	-4.9	10.6	-6.8	2.7	1.4	2.3	6.1	-2.6	-15.5
CCn1c(SCC(=O)NNC(=O)Cc2ccccc2)nnc1-c1ccccc1	12.8	5.7	-10.6	-3.2	5.3	1.3	-3.2	-1.4	-0.6
COc1ccc(-c2nc(-c3cccnc3)no2)cc1OC	-30.1	-26.7	-11.1	1.2	7.9	3.4	-4.4	3.7	-4.0
Cn1c(=O)c2c(nc(NCCCO)n2C/C=C/c2ccccc2)n(C)c1=O	5.3	3.1	-3.5	-2.3	35.0	0.6	1.0	-1.2	7.6
Cc1cccc(S(=O)(=O)NCC2CCCO2)c1 (stereo not drawn)	11.5	1.1	0.3	1.2	17.1	0.4	-20.9	0.1	5.4
O=C(Nc1nnc(-c2ccc(F)cc2)s1)C1CCN(S(=O)(=O)c2ccc(Cl)cc2)CC1	11.0	2.1	-2.2	2.7	22.1	12.0	0.1	27.5	1.8
Cc1sc2nc(CN3CCCC3)nc(N3CCN(S(=O)(=O)c4cccs4)CC3)c2c1C	4.3	nt	24.6	12.3	27.5	-1.4	10.3	1.1	-6.7
O=C(COC(=O)CCC(=O)c1ccc2c(c1)OCCO2)NCc1ccc2c(c1)OCO2	-6.1	-2.8	0.1	5.0	30.5	0.4	-8.8	0.8	-7.3
C/C(CC(=O)Nc1ccccc1C)=N\NC(=O)Cc1csc(N)n1	17.8	5.7	0.3	-6.4	4.3	0.8	-2.5	1.7	-9.1
CCN(CC)S(=O)(=O)c1cccc(-c2nnc(SCCOc3ccc(Cl)cc3)o2)c1	1.3	-2.5	13.7	8.8	9.6	1.3	38.2	-3.7	5.3
Cn1cccc1C(=O)C(=O)Nc1ccc(Cl)cc1	-161.7	-84.8	-8.2	2.3	-81.5	-1.3	4.2	0.5	-112.4
CC(=O)N1CCN(CC(O)Cn2c3ccccc3c3ccccc32)CC1 (stereo not drawn)	7.6	-2.0	-1.9	-20.2	23.5	0.4	-0.1	-2.3	2.8
Cc1ccc(C)c(OCc2cc(C(=O)N3CCN(c4cnccn4)CC3)no2)c1	10.3	-7.3	-3.3	-0.5	24.1	2.9	-0.2	-3.4	1.7
CC1(C)Cc2ccccc2-c2nnc(SCC(=O)Nc3nc4ccccc4s3)n21	-23.2	4.1	-11.6	5.5	-0.3	-0.5	5.5	2.9	-2.2
CCCNS(=O)(=O)c1ccc(C(=O)NCC2CCCO2)cc1 (stereo not drawn)	5.6	3.8	5.2	-6.5	7.2	0.1	-3.4	-0.9	-3.8
O=C(OCc1ccccc1)N1CCC2CC1c1cc(N3CCOCC3)ccc12 (stereo not drawn)	nt	-15.6	4.9	-5.5	nt	nt	3.1	nt	nt
O=C(CNC(=O)c1cccs1)NCC(=O)OCC(=O)c1ccc([N+](=O)[O-])cc1	14.0	10.9	-13.0	-12.7	13.0	1.0	0.0	0.4	8.7
O=C(O)c1cccc(N2C(=O)CSC2c2ccccc2)c1 (stereo not drawn)	-11.8	0.3	-4.0	1.5	-24.2	0.1	2.9	-4.5	-3.2
CCC(C)(C)C1CCc2[nH]nc(C(=O)NCc3ccc(Cl)cc3)c2C1 (stereo not drawn)	-4.7	-20.0	-8.5	6.9	18.4	1.1	-3.9	5.7	-11.7
O=S(=O)(Cc1ccccc1)N1CCCC(c2nc(-c3ccc(F)cc3)no2)C1 (stereo not drawn)	0.9	-6.0	3.1	-5.5	10.5	-0.1	3.2	1.9	-4.0
O=C(Cc1c(O)c2ccccc2[nH]c1=O)NCc1ccccc1	-16.0	-0.1	-0.8	-5.8	-9.0	-1.3	-10.1	0.8	16.1
Cc1ccc(Cc2cnc(NC(=O)C3CCCO3)s2)cc1 (stereo not drawn)	-173.0	-67.8	3.4	-11.6	-63.1	1.6	-8.0	-4.4	-82.4
CNC(=O)C1CC(=O)N(CCc2ccc(C)cc2)C1 (stereo not drawn)	18.5	36.3	16.2	-2.2	-14.3	1.0	-1.1	-2.5	11.7
CCCc1ccc(OCc2ccc(C(=O)NN)o2)c(OC)c1	-99.8	-110.5	-1.8	-8.0	6.2	4.9	-16.8	1.8	-0.7
CC(C)(C)NC(=O)N1CCC(CO)(Cc2ccccc2Cl)CC1	13.3	3.1	-11.3	4.9	9.8	-0.2	-8.7	-1.8	4.2
Cc1cc(C(=O)Nc2ccc(Cl)cc2)c(C)n1Cc1cccs1	-181.1	6.2	5.9	2.4	-5.4	2.7	-0.8	-3.5	-59.9
Cc1cc(Nc2ccc(Br)cc2)n2nc(C)nc2n1	10.8	-4.0	-8.6	-2.5	13.5	-1.1	-4.6	1.2	17.0
Cc1ccc(S(=O)(=O)N2CCC(=O)N(C(CO)C(C)C)CC2)cc1 (stereo not drawn)	8.1	-1.9	-6.7	-8.7	20.7	-2.1	-7.5	-2.9	-15.7

Record cards, as listed above:
Cc1ccc(S(=O)(=O)N2CCC(=O)N(C(CO)C(C)C)CC2)cc1 (stereo not drawn) as listed: 697 NFkB inh = 8.1; Gli-Sufu antag = -1.9; CCR6 antagonist = -6.7; CXCR6 block = -8.7; Mdm2 MdmX PPI = 20.7; UPR CHOP act = -2.1; EBI2 antag = -7.5; UPR XBP1 act = -2.9; Jurkat NFkB inh = -15.7
O=S(=O)(Cc1ccccc1)N1CCCC(c2nc(-c3ccc(F)cc3)no2)C1 (stereo not drawn) as listed: 697 NFkB inh = 0.9; Gli-Sufu antag = -6.0; CCR6 antagonist = 3.1; CXCR6 block = -5.5; Mdm2 MdmX PPI = 10.5; UPR CHOP act = -0.1; EBI2 antag = 3.2; UPR XBP1 act = 1.9; Jurkat NFkB inh = -4.0

Some of these compounds in order of number of heavy atoms, high to low:
SMILES	697 NFkB inh	Gli-Sufu antag	CCR6 antagonist	CXCR6 block	Mdm2 MdmX PPI	UPR CHOP act	EBI2 antag	UPR XBP1 act	Jurkat NFkB inh
Cc1cccc(OCC(=O)NCC(c2cccs2)N2CCOCC2)c1 (stereo not drawn)	-4.7	6.2	2.8	-2.1	-6.5	0.2	3.6	4.0	11.0
COc1ccc(-c2nc(-c3cccnc3)no2)cc1OC	-30.1	-26.7	-11.1	1.2	7.9	3.4	-4.4	3.7	-4.0
Cc1cccc(S(=O)(=O)NCC2CCCO2)c1 (stereo not drawn)	11.5	1.1	0.3	1.2	17.1	0.4	-20.9	0.1	5.4

(more compounds)
SMILES	697 NFkB inh	Gli-Sufu antag	CCR6 antagonist	CXCR6 block	Mdm2 MdmX PPI	UPR CHOP act	EBI2 antag	UPR XBP1 act	Jurkat NFkB inh
CCOc1ccccc1Nc1ncnc2ccc(Br)cc12	-15.0	-34.3	11.8	5.8	20.1	0.1	13.4	7.4	16.5
C[C@@H]1CC=C[C@@H]2[C@H]1C(=O)N(Cc1ccccc1)[C@H]2c1ccccc1Br	11.0	-12.5	7.3	35.1*	1.6	3.3	19.8	-2.3	nt
O=C(O)CCc1ccc(-c2ccc(Br)cc2)n1-c1ccc(O)cc1	-2.9	-13.9	-7.0	-2.8	-0.9	1.9	-4.4	-1.0	11.7
CCCCC(CC)COC(=O)CCCCC(=O)OCC(CC)CCCC (stereo not drawn)	-0.5	6.0	13.7	2.1	5.1	-0.1	3.9	3.1	-7.6
Cc1cc(NC(=O)CSc2nc(-c3ccccc3Cl)nc3c2c(=O)n(C)c(=O)n3C)no1	31.2	21.0	13.5	10.9	6.6	-0.9	20.9	6.3	10.7
CN1C(=O)C(C)(C)c2cc(S(=O)(=O)N3CCN(c4ccccc4F)CC3)ccc21	1.7	23.9	4.7	-1.2	1.6	0.4	-5.1	-1.7	-2.5
c1ccc(-c2cncnc2)nc1	-18.1	-7.4	2.3	-2.7	8.2	0.3	-0.2	-0.9	-8.7
Cc1cc(C)cc(NC(=O)CCN2CC(C)OC(C)C2)c1 (stereo not drawn)	17.7	1.4	4.7	1.8	-6.2	0.1	-8.0	1.9	8.7
Cc1ccc(C)c(N2C(=O)CS/C2=N\NC(=O)c2ccccc2Cl)c1	-7.3	2.1	3.0	2.1	2.0	2.4	5.7	-2.4	-5.3
O=C(Nc1cc2c3c(c1)CC(=O)N3CCC2)c1ccc(Cl)cc1	1.8	-0.1	12.3	4.8	26.3	4.1	-2.0	0.5	2.0
CC(=O)Nc1cccc(NS(=O)(=O)c2cccc3nsnc23)c1	1.3	14.0	5.8	1.5	-10.5	-1.6	-4.0	-0.8	0.4
COc1ccccc1CCC(=O)Nc1cc(S(=O)(=O)N2CCCCC2)ccc1N1CCN(C)CC1	-0.2	10.5	9.5	13.8	6.6	-1.5	-9.3	-3.8	5.3
Cc1nn(-c2ccccc2)c2sc(C(=O)N(Cc3ccco3)C(C)C(=O)NC(C)(C)C)cc12 (stereo not drawn)	21.4	10.1	11.1	-15.3	50.9*	-0.4	4.1	8.7	17.6
Cc1ccc(S(=O)(=O)N2CCCC2)cc1C(=O)NCc1ccccc1CN1CCCC1	-2.9	-19.2	-2.8	2.4	-25.3	1.3	-2.3	0.4	-12.2
O=C(c1cccc(Cl)c1)N1CCC2(CC1)NCCc1[nH]cnc12	-1.7	3.8	9.1	15.7	16.2	-0.7	-0.7	-1.6	-9.3
CCn1c(C(=O)N2CCC(C(=O)NCCCSC3CCCCC3)CC2)cc2sccc21	4.1	6.0	21.3	-8.8	7.4	2.6	7.2	-2.6	6.8
NS(=O)(=O)c1ccc(CNC(=O)c2ccccn2)cc1	-3.3	5.8	-2.1	1.5	0.2	0.4	3.1	2.5	-1.3
CN(C)c1ccc(/C=C(\Cl)c2nc3ccccc3s2)cc1	nt	19.2	13.4	9.0	nt	nt	28.0	nt	nt
COc1ccccc1N1CCN(C(=O)C2CCN(S(=O)(=O)c3ccc(C)cc3)CC2)CC1	-20.4	6.5	6.0	-2.5	22.4	1.7	-0.9	0.2	-7.7
COc1ccc(/C=C/C(=O)c2c(O)c(OC)c3occc3c2OC)cc1	nt	3.6	10.4	-3.6	nt	nt	10.8	nt	nt
O=C(NC1CCCC1)C(c1ccccc1F)N(C(=O)c1ccco1)C1CCCC1 (stereo not drawn)	27.2	-3.8	14.3	0.8	7.7	-2.3	5.0	1.1	-2.8
CCc1ccc(NC(=O)CSc2nc3c(c(=O)n(C)c(=O)n3C)n2C)cc1	-7.5	14.2	6.8	-6.8	8.9	-0.4	1.5	1.7	1.5
O=C(c1ccc(COc2c(F)c(F)c(F)c(F)c2F)o1)N1CCOCC1	11.7	-8.9	1.4	0.0	6.5	1.9	2.3	-4.4	3.1
CC(C)COc1ccc(C(=O)Nc2ccc(N3CCOCC3)cc2N2CCOCC2)cc1	1.9	3.8	11.0	1.4	7.7	-1.7	10.5	-5.6	2.2
CCCOc1ccc(/C=N/Nc2cc(N3CCOCC3)ncn2)c(O)c1	-70.9	17.9	14.6	-1.2	73.2*	-3.4	8.5	0.6	55.0*
CC1CCN(C(=O)Cn2nnc(-c3ccc([N+](=O)[O-])cc3)n2)CC1	-10.2	2.9	1.4	-2.2	-5.4	-1.3	4.5	-2.0	8.0
